# From PubChem
# AmpC detergent: qHTS Inhibitors of AmpC Beta-Lactamase (assay with detergent); P00811; AmpC hydrolysis of nitrocefin, absorbance 480 nm, 0.01% Triton; Potency, µM (series often up to 114 µM), without a hit: top-dose activity change, negative = inhibition, hits mostly inhibitors; 370,000 compounds, 0.041% hits; AID 485294, 2010;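 note: potency is the fitted concentration of half-maximal effect; 0% = no-compound wells and -100% = no-enzyme wells; nearly all actives have a fitted effect of over 25% in size; some results filed as inactive show a strong effect at the top dose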
# Target sequence (P00811 whole entry, looked up): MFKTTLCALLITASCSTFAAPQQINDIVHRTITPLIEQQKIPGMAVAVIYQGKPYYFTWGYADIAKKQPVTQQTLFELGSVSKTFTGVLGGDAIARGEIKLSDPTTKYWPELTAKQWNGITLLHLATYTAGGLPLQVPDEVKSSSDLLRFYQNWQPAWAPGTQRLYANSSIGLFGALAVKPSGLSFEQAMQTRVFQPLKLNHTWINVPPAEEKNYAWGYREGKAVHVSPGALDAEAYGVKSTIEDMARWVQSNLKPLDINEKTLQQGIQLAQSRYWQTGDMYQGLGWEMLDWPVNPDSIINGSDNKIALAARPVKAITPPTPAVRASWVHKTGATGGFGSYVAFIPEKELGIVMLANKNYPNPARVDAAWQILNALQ
#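 20 mM phosphate pH 7.0 + 0.01% (detergent screen) or 0.0001% Triton X-100; 5.3 nM AmpC reagent; cpd preinc 15 min RT; nitrocefin (800 uM stock) to start; A480 q20 s × 4 min; Activity was normalised to no-enzyme and no-compound control wells.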
# Sm TGR block: qHTS Assay for the Inhibitors of Schistosoma Mansoni Peroxiredoxins; 360,000 compounds, 3% hits; Schistosoma mansoni thioredoxin glutathione reductase (TGR), Q962Y6; Potency, µM (top dose mostly 114 µM), without a hit: at the highest dose activity change, negative = inhibition, actives largely listed as inhibitors; purified TGR, DTNB reduction, TNB absorbance 405 nm; note: potency is the fitted concentration of half-maximal effect; nearly all actives have a fitted effect of over 60% in size
#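 First, TGR (20 nM dispensed) and NADPH were mixed with compound. Second, a 15 min room-temperature incubation followed. Third, further NADPH and then DTNB were added to start the reaction. Finally, TNB absorbance was monitored kinetically.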
# AMA1 RON2 block: qHTS for Inhibitors of AMA1-RON; Towards Development of Antimalarial Drug Lead: Primary Screen | Plasmodium falciparum AMA1 (3D7) - RON2 peptide interaction | AlphaScreen AMA1-biotinylated RON2 peptide binding | Potency, µM (titrated, usually from 58.2 µM), for the others: top-dose activity change, negative = inhibition, hits mostly inhibitors | 360,000 compounds, 0.2% hits | AID 720542, 2013;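 note: potency is the fitted concentration of half-maximal effect; 0% = vehicle wells and -100% = peptide control; nearly all actives have a fitted effect of over 45% in size; some results filed as inactive show a strong effect at the top dose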
#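 AMA1 (3D7) with his tag at 25 nM final met compounds first, then biotinylated RON2 peptide at 25 nM; detection used donor plus acceptor beads, 10 µg/mL apiece, read by AlphaScreen after 30 min at room temperature.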
# Giardia FBPA inh: qHTS Assay for Inhibitors of Fructose-1,6-bisphosphate Aldolase from Giardia Lamblia; A8B2U2; purified Giardia FBPA; Potency, µM (highest dose often 59.6 µM), for the others: at the highest dose activity, negative = inhibition, actives largely listed as inhibitors; 290,000 compounds, 0.71% hits; note: potency is the fitted concentration of half-maximal effect; nearly all actives have a fitted effect of over 55% in size
# Target sequence (A8B2U2 whole entry, looked up): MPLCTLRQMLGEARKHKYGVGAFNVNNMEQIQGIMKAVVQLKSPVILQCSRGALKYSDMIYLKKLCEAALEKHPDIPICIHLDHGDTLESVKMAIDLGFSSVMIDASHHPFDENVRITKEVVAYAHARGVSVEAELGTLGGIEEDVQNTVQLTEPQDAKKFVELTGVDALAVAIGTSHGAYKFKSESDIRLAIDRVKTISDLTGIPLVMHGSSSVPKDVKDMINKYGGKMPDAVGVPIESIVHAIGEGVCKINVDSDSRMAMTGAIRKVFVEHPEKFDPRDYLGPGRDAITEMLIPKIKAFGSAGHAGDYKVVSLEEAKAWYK
#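 40 nM FBPA preincubated 10 min at RT with compound (up to 57.5 uM final), then substrate plus GAPDH/TPI/NAD/arsenate coupling and diaphorase/resazurin added. Fluorescence read after 20 min at RT, 525/598 nm.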
# HCV inh: qHTS Assay for Inhibitors of Hepatitis C Virus (HCV); Potency, µM (highest dose often 41.8 µM), for the others: top-dose activity change, negative = inhibition, most hits filed as inhibitors; Huh7.5.1 HCVcc-Cre infection, luciferase reporter, 44 h; 340,000 compounds, 3.4% hits; note: potency is the fitted concentration of half-maximal effect
#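 A cell-based infection assay in which seeded cells (1,000 per well) receive test compound after 4 h, are inoculated with HCVcc-Cre at approximately 0.5 moi, and are incubated 44 h before luminescence detection.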
# HCMV antiviral: qHTS Assay for inhibitors of the human cytomegalovirus (HCMV). 410,000 compounds, 4.5% hits. activity change, negative = inhibition, % at 57.5 µM. HFF cells, HCMV-luciferase reporter, 72 h; stronger effect = lower value; in the data active = activity change below about -60%; inconclusive = no clear call, values can overlap the other calls; inactive = above about -39%
#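 After 16 h attachment at 37C, HFF cells received test compound and HCMV-luciferase (1 PFU/cell); reporter luminescence read 72 h later, data normalized against buffer-only and known inhibitor Salinomycin.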
# * marks the source's active call; other numbers are inactive results; ? = inconclusive; nt = not tested or not shown; & = joins results of further samples; [ ] = another dose, or the depositor's remark. Unless noted, calls come from the whole dose curve; as a rule, active = well fitted curve in the direction sought with a large enough effect; inconclusive = small, poorly fitted or top-dose-only effect, or another doubt; inactive = no such curve, though single readings can be large; an effect the other way counts as inactive or inconclusive. Unless noted, % is set by controls: 0 for no effect and ±100 for the full control effect.
SMILES,AmpC detergent,Sm TGR block,AMA1 RON2 block,Giardia FBPA inh,HCV inh,HCMV antiviral
Cc1cc(NC(=O)CSc2nnnn2-c2ccc(C)c(C)c2)no1,-6%,5%,-11%,1%,-12%,23
COc1ccc(/C=C/S(=O)(=O)NCc2ccccc2)cc1OC,-15%,-7%,3%,16%,9%,-39
N#CCC(=O)Nc1ccc(C(=O)OCC(=O)NC(=O)Cc2ccccc2)cc1,-16%,-16%,2%,nt,-5%,-13
Cn1c(=O)c2c(nc(CN3CCN(c4ccc(F)cc4)CC3)n2CCN2CCOCC2)n(C)c1=O,-1%,-13%,0%,-1%,-3%,-9
COc1cccc(C2=NOC(C(=O)N3CCOCC3)C2)c1 (configuration not stated),5%,1%,12%,5%,5%,100
O=C(CC1C(=O)NCCN1CCCc1ccccc1)NCCc1ccccc1Cl (configuration not stated),-2%,?,17%,nt,-13%,-40
CCOc1ccc(CC(=O)NNC(=S)Nc2ccc(OC)c(OC)c2)cc1,-1%,-14%,90%[activator],3%,22%,10
CCN(CC)CCNC(=O)CS(=O)Cc1nc(-c2ccccc2Cl)oc1C (configuration not stated),-6%,?,-2%,2%,1%,-2
COc1ccc(CCNC(=O)c2ccc(CNS(=O)(=O)c3ccccc3)cc2)cc1OC,6%&7%,-1%&0%,-1%[2.32 µM],1%,?,-23&2
CCOC(=O)c1c(C)[nH]c(C)c1S(=O)(=O)N(C)CC(=O)N1CCN(c2ccccc2)CC1,-6%,5%,nt,nt,nt,-3
COc1ccc(-n2nc(C(=O)NCC(=O)Nc3cc(OC)c(OC)c(OC)c3)c3ccccc3c2=O)cc1Cl,-8%,-2%,-11%,2%,?,-3
Cc1cccc(NC(=O)Cn2c(=O)oc3cc(S(=O)(=O)N4CCCCCC4)ccc32)c1,-6%,-15%,nt,nt,nt,-32
CCc1nc2nc(C)cc(Nc3cc(Cl)ccc3C)n2n1,14%,3%,nt,nt,nt,-15
Cc1ccc(NC(=O)c2ccccc2OCC(=O)c2ccc(F)cc2)cc1,?,1%,-13%,0%,?,-15
COc1ccc(/C(N)=N/OC(=O)CSc2ccccc2)cc1OC,4%,4%,39%[activator],-3%,?,59
Cc1cc(Cl)ccc1NC(=O)CSc1nnc(Cc2cccs2)n1Cc1ccco1,?,20µM*,-10%,5%,?,-6
Cc1ccccc1NC(=S)N(CCc1c(C)[nH]c2ccc(F)cc12)Cc1cccnc1,-5%,4%,-1%,1%,?,-2
O=C(COc1ccc(NC(=O)c2ccccc2[N+](=O)[O-])cc1)c1ccc(F)cc1,-14%,11%,-17%,0%,?,-17
COc1ccc(Cc2nnc(NC(=O)Nc3ccccc3OC)s2)cc1,-1%,-7%,10%,0%,-14%,16
C=CCC1(CC=C)CCCN1C(=O)c1cc(COc2ccc(C)nc2)on1,-9%,-5%,0%,-9%,0.79µM*,-76*
C=C(C)C1CC=C(C)/C(=N/NC(=O)c2ccccc2[N+](=O)[O-])C1 (configuration not stated),5%,3%,-3%,0%,-25%,-18
O=C(Cc1ccc(Br)cc1)NNC(=O)c1cccs1,nt,nt,32%[activator],nt,4%,?
C/C(Cn1nnc2ccccc21)=N\NC(=O)c1ccc(Br)cc1,3%,5%,87%[activator],-12%,4%,-14
COc1ccc(OC)c(Nc2nc(-c3ccncc3)nc3ccccc23)c1,4%,8%,13%,7%,4.5µM*,-3
CCOC(=O)C1=C(c2ccccc2)NC(=O)NC1c1cc(Br)c(O)c(OC)c1 (configuration not stated),-2%,-5%,0%,-2%,16%,47
Cc1ccc2c(COC(=O)CNC(=O)c3ccccc3)cc(=O)oc2c1,-3%,-12%,-8%,-2%,32%[activator],-8
COc1ccc(NC(=O)NC2CCCCCCC2)cc1,7%,7%,-11%,-11%,-15%,38
COc1ccccc1NC(=O)Cn1c(=O)n(CC(=O)NCc2ccccc2Cl)c(=O)c2sccc21,16%,-2%,nt,nt,nt,21
Cc1ccc(C)c(OCC(=O)Nc2nc3ccc([N+](=O)[O-])cc3s2)c1C,-2%,-16%,3%,7%,11µM*,-65*
Cc1nnc(SCCn2c(Br)nc3c2c(=O)n(C)c(=O)n3C)s1,-1%,-17%,3%,-3%,-4%,-9
Cc1ccc(-n2c(SCc3nc4ccccc4[nH]3)nnc2-c2ccncc2)cc1,3%,2%,-11%,1%,7%,-15
Cc1ccc(CSCC(=O)Nc2ccc(N3CCOCC3)cc2N2CCOCC2)cc1,0%,-7%,2%,nt,4%,-36
Cc1ccccc1C(=O)Nc1cccc(-c2ccc3nncn3n2)c1,2%,16%,5%,12%,-9%,16
O=C(CCN1C(=O)/C(=C\c2ccccc2)SC1=S)NNC(=O)c1ccncc1,6%,-1%,62%[activator],2%,18%,-35
O=C(NCCNC(=O)c1ccco1)c1ccc(Cl)c(Cl)c1,?,?,6%,4%,6%,-15
COc1ccc(Cn2nnnc2CN(Cc2cc3ccc(C)cc3[nH]c2=O)C2CCCC2)cc1,?,?,0%,1%,10µM*,-26
CCOc1ccc(NS(=O)(=O)c2ccc3[nH]cc(C(=O)NC4CCCC4)c(=O)c3c2)cc1,-4%,-8%,nt,nt,nt,13
COc1cc(C(=O)Nc2ccccc2N2CCN(S(C)(=O)=O)CC2)cc(OC)c1OC,-3%,22%,8%,-8%,7%,-20
Cc1ccc(-c2csc3ncn(-n4c(C)ccc4C)c(=O)c23)o1,-8%,6.3µM*,6%,10%,-21%,28
CCCCC(O)(CCCC)C(=O)NN(C(=O)OC)c1ccc(C)cc1,4%,1%,5%,5%,2%,72
COc1ccc(C(=O)Nc2ccc3oc(-c4cccnc4)nc3c2)cc1OC,7%&16%,13%&-2%,0%,2%,-4%,-17&-5
CCOC(=O)c1ccccc1NC(=O)CN(c1ccccc1)S(=O)(=O)N(C)C,-6%,5%,-6%,3%,-6%,2
CC1CCN(c2ccccc2NC(=O)c2cc3ccccc3o2)CC1,12%,-27%,-9%,nt,nt,-13
CCN(CC)c1ccc(NC(=O)CCc2nc3cccnc3n2Cc2cccs2)c(C)c1,-9%,-6%,nt,nt,nt,-5
O=C(O)/C=C/c1ccc(O)c(O)c1,-4%,?,19%,?,2%[8.37 µM],78
O=CC(=O)c1ccccc1,-3%,-20%,-2%,nt,1%,10
COc1cc(C(=O)Nc2sc(C(=O)N3CCOCC3)c(C)c2C#N)cc(OC)c1OC,0%,-6%,-4%,1%,14%,-12
O=C(NCCCN1CCCC1=O)c1ccc(Cl)c(Cl)c1,-6%,1%,-3%,2%,-1%,-17
CCN1C(=O)c2cccc3c(NC(=O)c4ccc(OC)c(OC)c4)ccc1c23,?,-3%,-4%,-13%,?,246
COc1ccc2nc(NC(=O)CCc3ccc(OC)c(OC)c3)sc2c1,0%,1%,-9%,4%,?,-38
CC1Cc2ccccc2N1C(=O)CCS(=O)(=O)c1cccs1 (configuration not stated),-13%,?,-2%,-2%,12%,64
O=C(Nc1nc2ccccc2[nH]1)C1CC(=O)N(c2ccc3c(c2)OCCO3)C1 (configuration not stated),-15%,-4%,20%,-7%,-3%,5
O=C1CSC(c2cccc([N+](=O)[O-])c2)N1c1ccc(O)cc1 (configuration not stated),-2%,0%,-6%,8%,10%,4
CN1CCCC1CCNc1ccc2oc3ccccc3c(=O)c2c1 (configuration not stated),-18%,-34%,2%,6%,-14%[8.37 µM],-5
CCOC(=O)c1cc(CC)sc1NC(=O)Cc1ccsc1,-8%,2%,26%,-10%,5.6µM*,?
CCOC(=O)C1CCN(C(=O)CCCN2C(=O)c3ccccc3C2=O)CC1,-1%,-1%,-1%,3%,1%,-22
COc1cc(C#Cc2c(-c3cncn3C)n(C)c3ccc(-c4ccc(OC)c(OC)c4)cc23)cc(OC)c1,8%,-18%,-15%,nt,?,58
Cc1ccc(SCCC(=O)Nc2cccc(N(C)S(C)(=O)=O)c2)cc1,3%,-21%,3%,-3%,?,-11
CC(C)C(=O)Nc1ccccc1C(=O)OCC(=O)c1ccc2c(c1)OCCO2,?,-3%,1%,3%,?,29
O=C(NC1CCCCC1)c1cc(C2CC2)nn1-c1ccccc1,2%,?,-1%,nt,-16%,-34

# Molecules above that have a nitro group on carbon, in the order listed:
SMILES,AmpC detergent,Sm TGR block,AMA1 RON2 block,Giardia FBPA inh,HCV inh,HCMV antiviral
O=C(COc1ccc(NC(=O)c2ccccc2[N+](=O)[O-])cc1)c1ccc(F)cc1,-14%,11%,-17%,0%,?,-17
C=C(C)C1CC=C(C)/C(=N/NC(=O)c2ccccc2[N+](=O)[O-])C1 (configuration not stated),5%,3%,-3%,0%,-25%,-18
Cc1ccc(C)c(OCC(=O)Nc2nc3ccc([N+](=O)[O-])cc3s2)c1C,-2%,-16%,3%,7%,11µM*,-65*
O=C1CSC(c2cccc([N+](=O)[O-])c2)N1c1ccc(O)cc1 (configuration not stated),-2%,0%,-6%,8%,10%,4

# New compounds follow
SMILES,AmpC detergent,Sm TGR block,AMA1 RON2 block,Giardia FBPA inh,HCV inh,HCMV antiviral
Cc1ccc(NC(=O)COc2ccc(C(=O)c3ccccc3)cc2)c(O)c1,1%,-12%,24%,1%,?,-19
CCCCc1nnc(NC(=O)CSc2nc(N)cc(=O)[nH]2)s1,3%,2%,-3%,-1%,10%,-11
Cc1ccc(NC(=S)NCCC2=CCCCC2)cc1,2%,-10%,-10%,3%,-23%,32
Clc1cccc(-c2cc3nc4c(c(NCc5ccco5)n3n2)CCCC4)c1,?,9%,-3%,-10%,10µM*,95
Cc1cc(C(=O)COC(=O)c2ccc(NC(=O)CC#N)cc2)c(C)n1CCc1ccc(F)cc1,-4%,0%,-6%,nt,-9%,-22
Fc1ccccc1Nc1n[nH]c(=S)s1,2%,-2%,67%[activator],-22%,-1%,-2
O=C(OCCOc1ccccc1Cl)c1ccc(-n2cnnn2)cc1,-16%,7%,14%,0%,1%,-29
O=C(Oc1ccc(Cl)cc1)c1ccc(N2CCOCC2)c([N+](=O)[O-])c1,-5%,6%,-3%,-1%,-8%,14
COc1cccc(CNC(=O)C2CCN(S(=O)(=O)c3ccc4c(c3)CCCN4C(C)=O)CC2)c1,2%,2%,nt,nt,nt,13
CCN(CC)S(=O)(=O)c1ccc(C(=O)Oc2ccc3c(c2)OCO3)cc1,-12%,-3%,-1%,?,12%&6%,-6
COc1ccc2nc(SCC(=O)Nc3nonc3C)[nH]c2c1,6%,9%,-4%,4%,32%[activator],-4
COc1cccc(OCC(=O)Nc2ccccc2C(=O)Nc2ccc(C(=O)O)cc2)c1,-7%,-10%,0%,nt,12%,11
Cc1cc(OCC(=O)O/N=C(\N)Cc2cccs2)ccc1Br,-2%,3%,160%[activator],1%,-2%,41
COc1ccc2sc(-c3ccc(S(C)(=O)=O)cc3)c(C(=O)NCCCN3CCCC3=O)c2c1,nt,nt,4%,nt,5%,-20
COC(=O)c1cc(OC)c(OC)cc1NC(=O)CN1CCCCC1,-4%,-2%,5%,7%,?,-14
